E coli growth = bacterial growth inhibition, counter-screen for AddAB inhibitors; E. coli V3065 growth, OD600 absorbance, 18 h; inhibition, % at 11.9 µM; 330,000 compounds, 0.27% hits;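 active = inhibition above the campaign's mean inhibition across all tested compounds plus 3 SD, cut at about 9.9% in these data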;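 note: uninfected addAB+ strain grown without phage in ampicillin broth; 0% = DMSO wells and 100% = ciprofloxacin 0.95 µg/ml wells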
PKA-R2B act = activators of human PKA-R2B complex. P22694+P31323. PKA-R2B holoenzyme dissociation, Cy5-IP20 fluorescence polarization; R2B truncated from residue 108, S112A mutant; 0% DMSO only, 100% 113 µM cGMP. activation, % at 11.4 µM. 340,000 compounds, 0.079% hits;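 active = activation above a cutoff set at the mean over all compounds plus 3 SD, cut at about 18% in these data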;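 note: higher means more holoenzyme dissociation and a rise in polarization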
Target sequence (P31323 whole entry, looked up, other chains not shown, the tested form may be a part): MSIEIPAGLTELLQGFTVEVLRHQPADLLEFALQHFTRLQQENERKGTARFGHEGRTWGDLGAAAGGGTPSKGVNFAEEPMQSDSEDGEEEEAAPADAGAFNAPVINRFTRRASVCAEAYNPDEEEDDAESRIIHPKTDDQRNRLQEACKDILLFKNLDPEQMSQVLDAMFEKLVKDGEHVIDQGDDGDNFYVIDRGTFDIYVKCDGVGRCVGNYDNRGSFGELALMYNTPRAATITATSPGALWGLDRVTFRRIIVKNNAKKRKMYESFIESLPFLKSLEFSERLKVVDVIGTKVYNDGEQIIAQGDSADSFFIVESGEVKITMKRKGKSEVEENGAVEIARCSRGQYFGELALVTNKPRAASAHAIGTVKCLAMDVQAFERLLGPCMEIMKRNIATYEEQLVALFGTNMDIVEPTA
Tat export inh = blocks Tat-dependent protein export in E. coli | E. coli MC4100 TorA-mCherry Tat export, fluorescence | inhibition, % at 10 µM | 340,000 compounds, 0.036% hits;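 active = mean replicate inhibition at least 50% and at least half of replicates individually reaching 50%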;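 note: exported cargo escapes ClpAP degradation while cytoplasmic cargo is degraded and loses fluorescence; 0% = median of neutral control wells and 100% = median of NaSCN control wells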
HTR5A inv ag = HTR5A inverse agonism, opioid heterodimer counter-screen; AID 504634; HTR5A cell line, luminescence; inhibition, % at 9.3 µM; P47898; 340,000 compounds, 0.083% hits; in the data active = inhibition mostly above about 23%, no sharp cut-off; inactive = mostly below about 18%;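 note: 0% = cells with DMSO and 100% = no-cell wells with DMSO; some compounds called inactive have numbers as strong as hits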
Target sequence (P47898 whole entry, looked up): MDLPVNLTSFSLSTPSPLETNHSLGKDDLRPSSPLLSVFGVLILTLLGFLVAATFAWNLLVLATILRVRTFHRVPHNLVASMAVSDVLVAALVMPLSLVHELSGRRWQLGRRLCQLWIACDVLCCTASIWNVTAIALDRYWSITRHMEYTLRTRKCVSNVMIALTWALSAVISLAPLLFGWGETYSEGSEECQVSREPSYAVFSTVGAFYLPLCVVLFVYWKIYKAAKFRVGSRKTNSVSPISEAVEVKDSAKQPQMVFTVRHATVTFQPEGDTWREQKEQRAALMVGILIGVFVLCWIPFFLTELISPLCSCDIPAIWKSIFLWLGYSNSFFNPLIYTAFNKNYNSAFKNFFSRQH
PKA-R1A activ = activators of PKA-R1A complex; P00514+P68181; PKA-R1A dissociation, Cy5-IP20 fluorescence polarization; scaled: DMSO 0%, 113 µM cGMP 100%; activation, % at 11.4 µM; 340,000 compounds, 0.083% hits; AID 504707;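 active = percent activation above the mean of all tested compounds plus 3 SD, cut at about 19% in these data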;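 note: higher means more PKAc released from R1A so a rise in polarization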
Mot1-301 SUMO = inhibitors of SUMOylation pathway: yeast Mot1-301 growth rescue; S. cerevisiae Mot1-301 growth rescue, ATP luminescence, 38.5C; percent above DMSO median, 100 means doubled; growth rescue, % at 18.8 µM; 320,000 compounds, 1% hits;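 active = every valid replicate shows activation above 250% relative to neutral control wells; inactive = the rest, any valid replicate at or below 250%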;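 note: OY570 slx delta 5 strain wells were the positive control but not used for scaling; some compounds called inactive have numbers as strong as hits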
PfHsp90 yeast 2 = inhibits growth of yeast expressing Plasmodium falciparum Hsp90 | S. cerevisiae expressing PfHsp90, BacTiter-Glo ATP, 48 h; yeast lacking PDR1 and PDR3 efflux regulators | inhibition, % at 9.4 µM | 310,000 compounds, 0.32% hits | AID 504621;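 active = every replicate shows inhibition above about 80%, whatever the replicate mean, limit read from the data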;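 note: 0% = DMSO neutral controls and 100% = 20 µM radicicol positive controls; yeast relying on Plasmodium falciparum Hsp90 in place of its own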
AddAB inh = less growth of phage-infected E. coli with AddAB; AID 435030; 330,000 compounds, 0.29% hits; inhibition, % at 11.9 µM; E. coli expressing H. pylori AddAB, absorbance growth; in the data active = inhibition above about 12%;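 note: 0% = vehicle wells of infected cells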
MOR-DOR ag = agonists of human mu-delta opioid receptor heterodimerization. P35372+P41143. cells, OPRM1-OPRD1 heterodimerization, luminescence. activation, % at 9.3 µM. 340,000 compounds, 0.3% hits. AID 504326; in the data active = activation above about 18%;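 note: 0% = vehicle-treated cells and 100% = reference agonist; values of inactives mirror those of a sister screen read the other way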
phage Ecoli inh = E. coli growth loss with phage present; growth absorbance; inhibition, % at 11.9 µM; 360,000 compounds, 0.26% hits; AID 651602; in the data active = inhibition above about 11%
MOR-DOR inv ag = inverse agonist of human OPRM1-OPRD1 heterodimerization | P35372+P41143 | inhibition, % at 9.3 µM | 340,000 compounds, 0.21% hits | cell-based MOR-DOR heterodimer luminescence, inverse agonism | AID 504357; in the data active = inhibition above about 22%, passing the limit was not always enough;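 note: 0% = cells with DMSO and 100% = wells without cells with DMSO; values of inactives mirror those of a sister screen read the other way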
An asterisk follows results filed as active; i = inactive; / = not tested or not shown; & = joins results of further samples.

mol	E coli growth	PKA-R2B act	Tat export inh	HTR5A inv ag	PKA-R1A activ	Mot1-301 SUMO	PfHsp90 yeast 2	AddAB inh	MOR-DOR ag	phage Ecoli inh	MOR-DOR inv ag
CCOC(=O)N1CCN(C(=O)c2ccc(NC(C)=O)cc2)CC1	0.7	5	2	-3	10	-6	-7	2.0	-2.3	0.5	13
CSc1ccc(/C=C/C(=O)c2ccc(NC(C)=O)cc2)cc1	0.8	1	-6	-9	-6	-9	13	0.6	1.4	3.8	-8
c1ccc(N2CCN(Cc3cn4ccccc4n3)CC2)cc1	1.7	-6	1	-14	3	198	-5	-1.6	-1.1	3.1	6
CC(CNC(=O)COC(=O)c1cccs1)c1ccccc1 (stereo not given)	0.7	10	-1	-17	0	9	13	2.1	-0.8	1.5	3
O=C(CN1C(=O)NC2(CCCCC2)C1=O)Nc1ccc2c(c1)OCCCO2	-3.8	1	2	-12	-3	17	-2	0.6	-1.2	-0.2	5
CC(C)c1nc(N2CCOCC2)c(C#N)c2c1COC(C)(C)C2	0.1	2	2	-6	-2	-20	-4	1.9	-2.5	0.1	13
CC(=O)Nc1ccc(/C(C)=N/NS(=O)(=O)c2ccc(C)cc2)cc1	0.0	-8	1	-55	2	-3	6	0.2	-1.0	1.9	6
NNC(=O)C1CCCn2c1nc1sc3c(c1c2=O)CCCC3 (stereo not given)	-0.8	0	1	24	-2	4	-19	1.1	-2.0	2.0	11
CC(c1ccco1)N(C(=O)c1ccccc1F)c1ccccn1 (stereo not given)	0.8	12	0	-1	14	-1	31	-1.4	-3.4	1.6	17
Cc1ccc(SCC(=O)c2c(C)[nH]c3ccccc23)cc1	-0.1	2	-2	-8	-4	74	-10	-2.3	-0.7	3.5	4
COc1ccccc1NC(=O)c1c(NC(=O)c2ccco2)sc2c1CCC2	1.1	-6	2	-11	-4	7	7	2.1	-1.3	1.6	7
COc1cc(C)ccc1OCc1cc(C(=O)N2CCN(C)C[C@@H]2c2ccccc2)no1	-0.1	-3	0	6	-5	7	18	2.0	0.6	0.1	-3
COC(=O)c1c(NC(=O)COC(=O)C2CCC2)sc(C)c1C	-1.9	-10	10	5	-4	-1	10	-2.9	1.2	-1.5	-6
Fc1ccc(CNCc2ccccc2C(F)(F)F)cc1	-1.4	0	1	12	-1	2	20	0.7	7.8	0.5	-38
Cc1ccc(OCCn2cc(C=O)c3ccccc32)cc1	-0.2	-11	13	3	-10	i	10	2.8	0.5	-0.4	-2
CCCN[C@H]1CCc2nc(N)sc2C1	0.9&-3.0	3	-7	-48	9	165&72	-5	-1.9&-2.9	4.6	2.6	-26
CC(C)CCOC(=O)C(C)Sc1n[nH]c(=O)[nH]c1=O (stereo not given)	-0.2	-1	-7	-32	4	40	1	1.8	0.7	1.4	-4
CCC(=O)Nc1ccccc1C(=O)N1CCCC1	-0.7	4	9	16	1	-3	-5	1.4	-0.8	-0.3	5
CCn1c(=O)n(CC)c2cc(N3CCCC3)c(NC(=O)c3c(F)cccc3F)cc21	-2.5	-2	-1	11	-7	-23	7	1.4	-3.5	2.9	18
COc1ccc(Nc2ccncc2[N+](=O)[O-])cc1	2.0	-7	-2	4	-10	48	-6	1.9	-3.0	4.1	14
Cc1ccc(CN2C3=NCCCN3c3ccccc32)cc1	-0.4	0	3	9	10	278	1	1.1	-3.7	2.8	22
O=C(COC(=O)Cc1cccs1)Nc1ccccc1Cl	-1.0	-8	7	6	2	114	8	-0.2	-1.0	-0.6	5
Cc1ccccc1NC(=O)c1nnn(-c2ccc3c(c2)OCCO3)c1N	-0.7	-6	-4	0	2	256	-8	1.7	2.9	2.1	-16
Cc1cc[n+](-c2[nH]c(=O)sc2/C=N/N=C(\[O-])c2ccccc2)cc1	0.1	/	0	/	/	1	-2	-1.4	/	2.1	/
COC(=O)C1CC2=C(CCC2=O)N(c2ccccc2)C1=O (stereo not given)	/	-5	0	8	6	/	-5	/	0.4	-0.2	-2
Cc1ccc2c(C(=O)CN3CCC4(CC3)OCCO4)c(C)[nH]c2c1	0.9	-7	-2	-16	6	32	-5	2.4	-0.2	0.6	1
COC(=O)c1nn(-c2ccccc2)c(-c2ccccc2)c1C(=O)c1ccccc1	1.4	-16	4	-3	-2	183	8	2.8	-1.0	1.6	4
OCc1cn(-c2ccccc2)nc1-c1cc2ccccc2o1	4.4	2	0	-7	-10	16	6	4.5	1.9	1.8	-10
COC(=O)c1[nH]c2c(c1C)C(=O)CC(c1cc(OC)c(OC)c(OC)c1)C2 (stereo not given)	-1.7	-5	-6	3	6	6	2	-0.7	-1.1	2.6	6
CC(C)(C)c1ccc(OCC(=O)NN2Cc3ccccc3C2=N)cc1	0.8	-5	8	8	-7	-12	-13	2.9	-3.5	7.3	19
CCC1Cc2c(nc(N)c3c(N)nc(N4CCOCC4)c(C#N)c23)O1 (stereo not given)	-2.0	2	2	5	4	19	/	-1.2	1.1	-0.2	-6
CN(C(=O)c1cccc(NC(=O)Cc2ccc(NC(=O)C3CCN(S(=O)(=O)c4cccc([N+](=O)[O-])c4)CC3)cc2)c1)C1CCCCC1	/	8	-6	-11	-10	/	-21	/	7.5	3.8	-35
CC(=O)Oc1cc2oc(=O)cc(C)c2cc1Cl	-1.2	11	-7	-14	0	-5	8	0.8	-1.8	2.8	9
CN(C(=O)COC(=O)c1cc(S(=O)(=O)N2CCOCC2)ccc1F)C1CCS(=O)(=O)C1 (stereo not given)	-0.4	6	-1	5	6	-7	-14	0.2	-1.5	2.3	10
Cc1ccc(-c2nnc3c4ccccc4c(C)nn23)cc1S(=O)(=O)N1CCN(C)CC1	0.8	11	0	18	-6	-7	/	3.7	-3.5	0.6	17
O=C(O)c1ccc(COc2c(F)c(F)c(F)c(F)c2F)o1	0.7	8	2	-13	9	78	-12	1.8	0.1	-1.4	-1
Cc1ccc(NS(=O)(=O)c2ccc3c(c2)NC(=O)CO3)cc1	1.0	1	-5	-12	-7	/	20	4.4	0.3	-0.1	-2
Cc1ccc2nc(C)c3c(c2c1)N(c1ccc(F)cc1)CC3	1.5	/	-13	/	/	104	6	2.2	/	4.7	/
CCc1noc(C)c1C(=O)N1CCN(S(=O)(=O)c2ccc(Cl)s2)CC1	-0.2	-5	-2	3	6	-17	18	-0.3	-1.3	1.2	8
COc1ccc(OC)c(Cc2nnc(CCC(=O)NCc3nc4ccccc4s3)o2)c1	-0.5	8	-16	-10	9	-8	23	2.9	-2.1	2.1	11
O=C(NCCN1C(=O)S/C(=C\c2cccnc2)C1=O)c1ccc(S(=O)(=O)N2CCCC2)cc1	0.3	3	-7	-2	-5	15	-17	1.4	-1.4	0.5	7
CCOc1ccc(NC(=O)Nc2nc(SCC)ns2)cc1	1.1	-3	-15	24	-10	4	7	-0.2	15	3.6	-77
COc1cccc(NS(=O)(=O)c2cc(C)ccc2OC)c1	0.7	-6	7	-12	-3	105	29	2.7	-0.3	4.4	1
COCCNC(=O)COc1ccc(C)cc1C(=O)c1cc(C#N)c(=O)n(C2CC2)c1	1.4	2	-5	-1	-5	-3	-20	1.8	-2.3	1.6	11
O=C(COc1ccc(C(=O)c2ccccc2)cc1)NC1CCCCC1	-2.8	1	-7	17	-4	11	-18	1.6	-3.3	2.7	18

Look-ups from the results shown:
O=C(COc1ccc(C(=O)c2ccccc2)cc1)NC1CCCCC1 | HTR5A inv ag = 17
COc1cccc(NS(=O)(=O)c2cc(C)ccc2OC)c1 | Mot1-301 SUMO = 105

Further records.
mol	E coli growth	PKA-R2B act	Tat export inh	HTR5A inv ag	PKA-R1A activ	Mot1-301 SUMO	PfHsp90 yeast 2	AddAB inh	MOR-DOR ag	phage Ecoli inh	MOR-DOR inv ag
COc1cccc(N=CC2=C(O)CC(C)(C)CC2=O)c1	-0.5	-2	18	-10	-13	119	2	2.7	-0.9	2.1	4
CCn1c(NC(=O)c2ccc(F)cc2)c2ccccc2nc1=O	-3.6	14	1	-21	0	/	/	0.7	-0.8	2.8	4
Cc1[nH]nc(SCC(=O)N(C)c2ccccc2)c1[N+](=O)[O-]	1.2	1	0	-33	-7	280	19	2.3	-1.0	2.9	5
Cc1ccc2c(c1)C1(OCCCO1)C(=O)N2CC#N	1.6	-2	-10	-2	-6	-6	4	1.0	-2.1	-0.6	10
COc1ccc(C(=O)CCC(=O)Nc2ccc(Cl)cc2)cc1	/	-1	-5	5	-10	0	-5	/	0.8	3.6	-4
Cc1cc([N+](=O)[O-])nn1CC(=O)NCCc1c[nH]c2ccccc12	1.0	-15	1	-31	-7	12	/	-0.6	-1.1	2.5	5
CSc1ccccc1NC(=O)Nc1ccccc1	0.2	-12	10	-2	4	1	23	1.6	0.2	5.9	-1
Cc1ccc(NC(=O)CNc2ccc(Cl)c(Cl)c2)cc1S(=O)(=O)N(C)C	0.3	-8	6	-5	2	-13	-18	4.6	3.8	5.3	-20
COc1ccc(-c2nnc(SC(C)C(=O)Nc3nccs3)n2-c2ccccc2)cc1OC (stereo not given)	-0.8	1	2	-28	3	15	-8	-0.4	-1.2	1.9	7
O=[N+]([O-])c1ccc2nc(CCCc3nc4ccc([N+](=O)[O-])cc4[nH]3)[nH]c2c1	-0.2	1	-5	9	2	5	5	0.0	0.4	6.3	-2
Cc1ccc(C(O)P(=O)(OCCC(C)C)c2ccc(N(C)C)cc2)cc1 (stereo not given)	-0.3	1	2	1	10	-7	-34	0.5	2.7	0.6	-13
Cc1oc(-c2ccc(F)cc2)nc1CN1CCCC(C(=O)N2CCOCC2)C1 (stereo not given)	/	-8	-11	11	0	/	15	/	-2.5	0.6	13
Cc1c(C(=O)N(C)Cc2ccccc2)oc2ccc(S(=O)(=O)N3CCCC3)cc12	-0.6	0	8	-2	2	-4	/	1.7	-2.3	3.0	12
COc1ccc(NC(=O)c2ccc(NC(=O)CCS(=O)(=O)c3cccs3)cc2)cc1	2.0	11	-11	-6	1	-5	-6	3.1	1.5	3.5	-12
CC(=O)c1ccc(NS(=O)(=O)c2cc3c(cc2C)N(C)CCO3)cc1	-0.7	-2	3	-27	-12	-13	-4	1.0	-2.6	0.2	13
Cc1cccc(N2CN(Cc3ccco3)CNC2=S)c1	-2.0	7	0	-15	2	-6	22	-1.6	0.0	2.0	0
O=c1cc(N2CCCCCC2)[nH]c(=O)n1-c1ccccc1Cl	-0.1	3	-8	6	-11	0	0	3.8	0.2	5.4	-2
COc1ccc(C(=O)NCCn2cc(SCC(N)=O)c3ccccc32)cc1	-2.1	0	-1	-1	-7	12	6	0.4	-2.8	4.3	15

Screens from PubChem.
